D1 antagonist – Antagonist of Human D 1 Dopamine Receptor: qHTS. D(1A) dopamine receptor (Homo sapiens), P21728. HEK293 TREx D1 cells, calcium flux, dopamine EC80; hits give low values. activity change, negative = inhibition, % at 10 µM. 3.2% of 360,000 active. AID 504652, 2011; in the data active means activity change below about -30%; further: on the % scale 0 is the no-effect control and ±100 the full control effect
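After overnight tetracycline induction at 30 C, force-coupled D1 HEK293 cells took up a no-wash calcium dye at room temperature. Compounds were added and monitored 180 s, and the response to EC80 dopamine was then recorded.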
Glioma ERSR ind – qHTS for Inducers of the Endoplasmic Reticulum Stress Response (ERSR) in Human Glioma: qHTS | U87-MG GRP78 promoter luciferase reporter, 16 h | Potency, µM, inactives show at the top dose activation, actives largely listed as activators | 0.02% of 420,000 active; further: potency means the concentration at half of the fitted maximal effect; series mostly up to about 76 µM; % of control where 0% means no effect; nearly all actives have a fitted effect of over 35% in size
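Stably transfected U87-MG glioma cells carrying a GRP78-based luciferase sensor; 16 h compound incubation. Luminescence end-point read 10 min after Bright-Glo addition at room temperature.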
RXFP1 ag – qHTS Assay for Agonists of the Relaxin Receptor RXFP1. HEK293T-RXFP1 cAMP TR-FRET, 30 min; response scale: percent of porcine relaxin response, buffer zero. Potency, µM (series often up to 57.5 µM), for inactives: at the top dose activation, usual class: activators. Relaxin receptor 1 (Homo sapiens), Q9HBX9. 0.3% of 370,000 active; further: potency means the concentration at half of the fitted maximal effect; on the % scale 0 is the no-effect control and ±100 the full control effect; nearly all actives have a fitted effect of over 60% in size; many of its hits are not listed in these tables
Target sequence (Q9HBX9 whole entry, looked up): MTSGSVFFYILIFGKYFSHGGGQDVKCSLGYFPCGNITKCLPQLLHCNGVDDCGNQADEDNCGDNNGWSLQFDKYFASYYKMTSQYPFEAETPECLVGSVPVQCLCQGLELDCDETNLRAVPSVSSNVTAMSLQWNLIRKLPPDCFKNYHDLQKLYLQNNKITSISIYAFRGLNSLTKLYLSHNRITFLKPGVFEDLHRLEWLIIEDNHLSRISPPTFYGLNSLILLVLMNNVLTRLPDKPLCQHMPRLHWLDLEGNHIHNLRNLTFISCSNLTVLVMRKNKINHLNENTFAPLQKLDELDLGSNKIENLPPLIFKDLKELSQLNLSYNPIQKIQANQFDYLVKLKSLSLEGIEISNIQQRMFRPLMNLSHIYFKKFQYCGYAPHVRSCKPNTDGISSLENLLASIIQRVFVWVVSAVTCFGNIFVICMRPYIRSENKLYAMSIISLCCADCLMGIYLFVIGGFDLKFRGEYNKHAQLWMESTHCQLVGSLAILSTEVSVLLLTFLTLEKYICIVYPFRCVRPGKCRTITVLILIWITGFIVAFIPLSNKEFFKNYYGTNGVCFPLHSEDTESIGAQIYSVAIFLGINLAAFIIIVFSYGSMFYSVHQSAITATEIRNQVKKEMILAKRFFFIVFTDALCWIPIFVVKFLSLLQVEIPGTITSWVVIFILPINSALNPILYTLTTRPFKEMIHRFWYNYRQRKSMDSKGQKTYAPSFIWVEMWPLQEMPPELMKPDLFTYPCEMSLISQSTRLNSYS
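cAMP rise read by TR-FRET after 30 min, 37C compound exposure (up to 58 uM) in RXFP1-transfected HEK293 cells with Ro 20174 present. EC50 from Hill-equation fits, with 29 nM porcine relaxin as 100% and buffer as basal.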
LDHA inh – qHTS assay for inhibitors of human lactate dehydrogenase | L-lactate dehydrogenase A chain (Homo sapiens), P00338 | purified LDHA, NADH/diaphorase-resazurin fluorescence; hits give low values | activity change, % (values are at about 110 or 230 µM) | 0.15% of 480,000 active; in the data active means activity change below about -30%; inconclusive means mostly about -25% to -30%;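 further: plate controls were DMSO wells for no effect and wells without enzyme for full effect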
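Resorufin fluorescence (ex540/em590), read at 0 and 20 min after diaphorase/resazurin addition, reports the NADH left after a 5 min room-temperature reaction of 2 nM human LDH5 with 0.06 mM NADH and 0.2 mM pyruvate.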
D1 agonist – Allosteric Agonists of the Human D1 Dopamine Receptor: qHTS | D(1A) dopamine receptor (Homo sapiens), P21728 | 1% of 360,000 active | activation, % at 2 µM | AID 504660, 2011 | HEK293 T-REx D1 cells, calcium flux, agonist mode; in the data active means activation above about 30%; further: 0% is about no effect
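Agonism was scored from calcium flux recorded over 180 s (1 read/s) after pintool compound addition, following a 10-cycle baseline. Cells were inducible force-coupled HEK293 TREx D1, plated overnight at 30 C and loaded with no-wash calcium dye.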
Vif-A3G inh – qHTS for Inhibitors of Vif-A3G Interactions: qHTS | DNA dC->dU-editing enzyme APOBEC-3G (Homo sapiens), Q9HC16 | HeLa A3G-eYFP + Vif (tagged APOBEC3G with the HIV-1 protein that degrades it), YFP fluorescence, overnight | Potency, µM (titrated, usually from 46.1 µM), inactives show at the top dose activity, negative = active, hits mostly inhibitors | 0.076% of 410,000 active;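 further: potency means the concentration at half of the fitted maximal effect; on the % scale 0 is the no-effect control and ±100 the full control effect; nearly all actives have a fitted effect of over 60% in size; hits raise eYFP signal because A3G escapes Vif-driven loss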
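HeLa cells stably expressing Vif and C-terminally eYFP-tagged A3G, seeded overnight at 37 deg C, then exposed to compound by pintool overnight at 37 deg C. Rise in yellow fluorescence (Ex 488/Em 500-530, Acumen) marks blocked Vif-driven A3G degradation.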
D2 potentiator – HTS Assay for Positive Allosteric Modulators of the Human D2 Dopamine Receptor: Primary Screen for Potentiators | potentiation, % at 10 µM | 0.34% of 340,000 active | HEK293 T-REx D2, calcium flux, EC20 dopamine potentiation;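 active means potentiation over 3 SD above the plate norm, cut at about 30% in these data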; further: 0% is about no effect
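Cells plated with tetracycline inducer and held overnight at 30 C; calcium dye loaded 30–90 min at room temperature; baseline taken, compound added and read 180 s; EC20 dopamine then added and read 180 s.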
D1 PAM – Potentiators of Human D1 Dopamine Receptor: qHTS; 0.036% of 360,000 active; potentiation, % at 10 µM; D(1A) dopamine receptor (Homo sapiens), P21728; AID 504651, 2011; HEK293 TREx D1 cells, calcium flux, dopamine EC20 potentiation; in the data active means potentiation above about 30%; further: 0% is about no effect
Vif-APOBEC3F blk – qHTS for Inhibitors of Vif-A3F Interactions: qHTS; Potency, µM (series often up to 46.1 µM), for inactives: at the highest dose activity, negative = active; HeLa A3F-eYFP + Vif (tagged APOBEC3F with the HIV-1 protein that degrades it), YFP fluorescence increase; 0.2% of 390,000 active; further: potency means the concentration at half of the fitted maximal effect; % of control where 0% means no effect; nearly all actives have a fitted effect of over 65% in size
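HeLa cells stably expressing Vif plus C-terminally eYFP-tagged A3F were seeded, incubated overnight at 37 deg C, dosed with compound, incubated overnight again at 37 deg C. Yellow fluorescence (Ex 488/Em 500-530) reported blocked Vif-mediated A3F-eYFP degradation.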
Active calls of the source: *; ? = inconclusive; . = no result given. Unless noted, the call rests on the fitted dose curve; in most records, active means well fitted curve in the direction sought with a large enough effect; inconclusive means small, poorly fitted or top-dose-only effect, or another doubt; inactive means no such curve, though single readings can be large; an effect the other way counts as inactive or inconclusive. This is a subset; count on the stated rates, not on these rows.

SMILES	D1 antagonist	Glioma ERSR ind	RXFP1 ag	LDHA inh	D1 agonist	Vif-A3G inh	D2 potentiator	D1 PAM	Vif-APOBEC3F blk
COc1ccccc1N1CCN(C(=O)c2c(C)oc3ncn(CC(C)C)c(=O)c23)CC1	18	-2%	-1.6%	-4	7	-5%	-8	6	-4%
COc1ccc(Cl)cc1NC(=O)CN(C)C(=O)Cn1c(=O)oc2ccccc21	5	-2%	-0.5%	-9	5	-4%	3	13	6%
CC1(C)N=C(N)N=C(N)N1CCCCc1ccccc1	.	-4%	.	-9	.	2%	.	.	20%
CCOc1ccc(N2C(=O)CN(O)C=C3N=c4ccccc4=C32)cc1	10	.	3.8%	.	14	.	-16	2	.
Cc1noc(NS(=O)(=O)c2ccc(NC(=O)c3cccc(S(=O)(=O)N(C)c4ccccc4)c3)cc2)c1C	.	-4%	.	-3	.	2%	.	.	1%
CC(C)N=C(NC#N)SCc1ccc(Br)cc1	-4	0%	-1.2%	-5	2	0%	-11	-3	4%
CCC(=O)Nc1cccc(C(=O)c2ccccc2)c1	5	-1%	0.5%	-10	1	-1%	31*	-6	-7%
COCCNC(=O)C1CCCN(S(=O)(=O)c2ccc3c(ccn3C)c2)C1 (stereo not given)	6	-4%	1.8%	0	1	-2%	9	0	-1%
C=CCn1c(CCNC(=O)c2cccs2)n[nH]c1=S	4	-2%	1.9%	-5	2	2%	5	-6	4%
COc1ccc(NC(C)=O)cc1NC(=O)c1cccc(S(=O)(=O)N2CCN(Cc3ccccc3)CC2)c1	11	0%	0.6%	0	3	0%	-17	2	3%
Cc1ccc2c(c1)N(CC(=O)Nc1ccc3c(c1)OCCO3)C(=O)CO2	4	-3%	0.1%	3	4	-10%	-13	2	-14%
O=C(NNc1ccc(-c2csnn2)cc1)c1cc(Cl)cc(Cl)c1	4	-4%	29%	-1	0	-4%	9	5	-8%
O=C(Cc1ccccc1)N1CCCC(c2nc(-c3cccs3)no2)C1 (stereo not given)	-9	1%	-1.0%	0	1	1%	4	-6	-1%
COc1ccc(CNC(=O)[C@H](C)N2C(=O)N3CCc4c([nH]c5ccc(OC)cc45)[C@@]3(C)C2=O)cc1	-15	-2%	3.7%	-4	0	-2%	1	4	1%
CCCN1C(=O)c2[nH]nc(-c3ccccc3)c2C1c1cccc(O)c1 (stereo not given)	10	-1%	-0.5%	-5	-1	-18%	8	0	5%
CN1CCCCCC1=Nc1ccc([N+](=O)[O-])cc1	.	-2%	.	-4	.	1%	.	.	-1%
O=C(O)COCC(=O)Nc1ccc(-n2cnnn2)cc1	29	-3%	-0.9%	0	3	0%	-1	-3	0%
CC(C)N(C)S(=O)(=O)c1ccc(Cl)c(C(=O)O)c1	20	-3%	0.3%	-6	4	0%	-1	-4	10%
COc1ccccc1CNC(=O)COC(=O)/C=C/c1ccc2c(c1)OCO2	.	0%	.	0	.	-6%	.	.	-8%
CCCc1[nH]nc2c1C(c1ccc(OC)c(CSC3=NCCS3)c1)C(C#N)=C(N)O2 (stereo not given)	11	?	0.0%	1	10	-1%	1	2	-5%
CCOc1ccc(NC(=O)C2CCN(S(=O)(=O)c3cc(-c4noc(C)n4)ccc3C)CC2)cc1	-27	-2%	2.1%	1	0	1%	.	-4	3%
CCOc1ccccc1NC(=O)C1CCN(C(=O)NCc2ccccc2)CC1	-20	-3%	0.2%	-4	2	-1%	-4	-6	-18%
O=C(CNS(=O)(=O)c1ccccc1)N/N=C\c1ccc(Cl)cc1	-2	8%	-0.9%	-9	1	-5%	1	-1	3%
CC(C)(C)CC(=O)NCCCCCCNC(=O)CC(C)(C)C	6	0%	-1.1%	-5	1	-3%	4	-4	-1%
COc1ccc(-c2[nH]ncc2CN(C)Cc2c(C)n[nH]c2C)c(OC)c1	6	0%	0.3%	-4	1	-1%	5	4	-10%

Continued; the last two above are carried over.
SMILES	D1 antagonist	Glioma ERSR ind	RXFP1 ag	LDHA inh	D1 agonist	Vif-A3G inh	D2 potentiator	D1 PAM	Vif-APOBEC3F blk
CC(C)(C)CC(=O)NCCCCCCNC(=O)CC(C)(C)C	6	0%	-1.1%	-5	1	-3%	4	-4	-1%
COc1ccc(-c2[nH]ncc2CN(C)Cc2c(C)n[nH]c2C)c(OC)c1	6	0%	0.3%	-4	1	-1%	5	4	-10%
Cc1cccc(C(=O)N2CCc3cc(CNS(=O)(=O)c4ccc(Cl)s4)ccc32)c1	8	-3%	7.0%	-2	11	-2%	-13	1	2%
COc1ccc(CN2CCNC(=O)C2CC(=O)O)cc1OC (stereo not given)	-1	-3%	-0.3%	-2	1	0%	2	0	-2%
COc1cc(/C=N/Nc2nnc3c(n2)[nH]c2ccccc23)ccc1O	-11	4%	-2.8%	-2	-1	1%	4	1	-8%
COc1ccc(NC(=O)C2CC(c3ccccc3Cl)=NO2)cc1 (stereo not given)	5	3%	3.7%	-2	9	-1%	4	3	-11%
COC(=O)c1c(O)cc(C(C)(C)C)n(-c2ccc(F)cc2)c1=O	5	-4%	0.0%	2	3	0%	2	-9	5%
CCOC(=O)N1CCN(C(=S)Nc2cc(OC)c(OC)cc2C(=O)OC)CC1	29	-1%	1.4%	-4	1	-3%	5	7	-5%
OCCC1CN(Cc2cccn2-c2cccnc2)CCN1CCc1ccccc1 (stereo not given)	7	-3%	0.1%	0	0	-8%	3	-3	21%
COc1ccc(NC(=O)c2[nH]nc3c2CSc2ccccc2-3)c(OC)c1	-3	-3%	0.4%	-1	-1	-6%	3	-4	0%
COc1ccc(CCC(=O)N/N=C(\C)c2ccc3c(c2)OCO3)cc1	-17	-2%	-0.2%	-2	8	1%	-6	-7	-8%
Cc1ccc(S(=O)(=O)N2CCCC2)cc1C(=O)NCCOc1ccccc1	-18	0%	2.7%	-1	1	0%	22	-4	-1%
N[C@H](CSCc1ccccc1)C(=O)Nc1ccc([N+](=O)[O-])cc1	-33*	-2%	3.7%	-15	7	4%	.	-7	9%
O=c1ccn([C@@H]2O[C@H](CNS(=O)(=O)c3cc4ccccc4s3)[C@@H](O)[C@H]2O)c(=O)[nH]1	.	-1%	.	1	.	-2%	.	.	5%
COc1cccc(CN(C)C(=O)c2ccccc2Sc2ccccc2C#N)c1	-8	-4%	-0.8%	-5	-1	-8%	2	-2	5%
C=CCNc1nc(N)c([N+](=O)[O-])c(Nc2cccc(Cl)c2)n1	9	-1%	6.0%	-3	4	0%	-8	-3	-4%
c1ccc(N2CCN(Cc3nc4ccccc4[nH]3)CC2)nc1	-9	-6%	3.6%	-3	-1	3%	-21	0	8%
Cc1ccc(NS(=O)(=O)c2cccc(C(=O)O)c2)cc1S(=O)(=O)N1CCCCC1	11	-4%	0.6%	2	4	-6%	9	-4	-27%
Fc1ccc(/C=N/NC(=S)Nc2cccnc2)cc1F	12	-4%	1.1%	-5	3	1%	12	4	?
COc1ccc(NC(=S)Nc2ccc(OC(F)F)cc2)cn1	-23	0%	0.3%	3	14	1%	-3	-5	9%
CCOc1ccccc1C(=O)NC1CCN(CC(=O)Nc2cc(OC)ccc2OC)CC1	-31*	-3%	-0.8%	-1	0	2%	-3	-11	0%
COc1ccc(NC(=O)CCc2nc(-c3ccc(C)cc3)no2)cc1Cl	-21	-3%	2.4%	-5	15	-1%	10	-6	1%
O=C(c1ccco1)N1CCN(S(=O)(=O)c2ccc(Br)cc2)CC1	-1	-6%	-2.4%	-2	2	0%	-6	-6	-4%
NC(=O)c1ccsc1NC(=O)COC(=O)COc1ccc(C=O)cc1	-12	-3%	1.6%	-5	9	6%	-2	-5	-6%
COc1ccc(CN(C)C(=O)CCc2ccc(S(=O)(=O)N3CCCCCC3)cc2)c(OC)c1	3	-5%	2.6%	-3	6	6%	17	-1	2%

Structural class: the compounds so far with an NH in an aromatic ring.
SMILES	D1 antagonist	Glioma ERSR ind	RXFP1 ag	LDHA inh	D1 agonist	Vif-A3G inh	D2 potentiator	D1 PAM	Vif-APOBEC3F blk
C=CCn1c(CCNC(=O)c2cccs2)n[nH]c1=S	4	-2%	1.9%	-5	2	2%	5	-6	4%
COc1ccc(CNC(=O)[C@H](C)N2C(=O)N3CCc4c([nH]c5ccc(OC)cc45)[C@@]3(C)C2=O)cc1	-15	-2%	3.7%	-4	0	-2%	1	4	1%
CCCN1C(=O)c2[nH]nc(-c3ccccc3)c2C1c1cccc(O)c1 (stereo not given)	10	-1%	-0.5%	-5	-1	-18%	8	0	5%
CCCc1[nH]nc2c1C(c1ccc(OC)c(CSC3=NCCS3)c1)C(C#N)=C(N)O2 (stereo not given)	11	?	0.0%	1	10	-1%	1	2	-5%
COc1ccc(-c2[nH]ncc2CN(C)Cc2c(C)n[nH]c2C)c(OC)c1	6	0%	0.3%	-4	1	-1%	5	4	-10%
COc1cc(/C=N/Nc2nnc3c(n2)[nH]c2ccccc23)ccc1O	-11	4%	-2.8%	-2	-1	1%	4	1	-8%
COc1ccc(NC(=O)c2[nH]nc3c2CSc2ccccc2-3)c(OC)c1	-3	-3%	0.4%	-1	-1	-6%	3	-4	0%
O=c1ccn([C@@H]2O[C@H](CNS(=O)(=O)c3cc4ccccc4s3)[C@@H](O)[C@H]2O)c(=O)[nH]1	.	-1%	.	1	.	-2%	.	.	5%
c1ccc(N2CCN(Cc3nc4ccccc4[nH]3)CC2)nc1	-9	-6%	3.6%	-3	-1	3%	-21	0	8%

Bioassay records deposited in PubChem BioAssay by National Center for Advancing Translational Sciences (NCATS).
